STAT1 blocker = inhibitors of IFN-gamma induced STAT1 signaling | inhibition, % at 5.5 µM | 200,000 compounds, 0.35% hits | NIH 3T3 STAT1-luciferase reporter, luminescence;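 active = inhibition above a set limit, the mean inhibition across all tested compounds plus 3 SD, cut at about 34% in these data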;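 note: 0% = IFN-gamma with DMSO and 100% = IFN-gamma with 300 µM nifuroxazide; values of inactives mirror those of a sister screen read the other way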
NF-kB expr up = NF-kB expression increase, human neuronal cells; NF-kB reporter expression; active compounds read high; fold change at 12.5 µM; 190,000 compounds, 1.6% hits; AID 1239; in the data active = fold change above about 3.3
Hsp70 activator = switches on Hsp70 transcription; activation, % at 10 µM; 200,000 compounds, 0.04% hits; HeLa Hsp70 promoter luciferase reporter, luminescence; scaled: vehicle 0, proteasome-inhibitor control 100%; AID 1203;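 active = activation above the mean across all tested compounds plus 3 SD, cutoff set per campaign, cut at about 5.5% in these data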;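 note: 100% = MG132 at 30 µM as the positive control and 0% = DMSO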
STAT1 act = activators of IFN-gamma induced STAT1 signaling; NIH 3T3 STAT1-luciferase reporter, luminescence; 100% = IFN-gamma alone, no compound; activation (% of control), % at 5.5 µM; 200,000 compounds, 2.6% hits; AID 932;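 active = activation above the screen-wide mean activation plus 3 SD, cut at about 130% in these data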;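 note: raw ratio to IFN-gamma control signal so 100% means no change and 0% no light; values of inactives mirror those of a sister screen read the other way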
STAT3 activator = activators of IL-6 induced STAT3 signaling; U3A cells, IL-6 STAT3-luciferase reporter, luminescence; 100% = signal with IL-6 EC80 alone; activation (% of control), % at 5.6 µM; 190,000 compounds, 0.91% hits;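 active = activation above the screen-wide mean of compound activation plus 3 SD, cut at about 130% in these data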;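 note: 0% = background luminescence of wells with medium and substrate only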
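Material: human U3A cells carrying STAT3-luciferase construct. Measured by: reporter luminescence signal. Timing: compound 1 h, then IL-6 6 h at 37 °C.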
APP 5'UTR act = APP 5'UTR luciferase reporter activation; SH-SY5Y APP 5'UTR luciferase reporter, luminescence; zero percent = DMSO vehicle wells; AID 1276; activation, % at 2 µM; 190,000 compounds, 1% hits;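 active = activation above a set limit, based on mean plus 3 SD of controls, cut at about 140% in these data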; note: values of inactives mirror those of a sister screen read the other way
TLR4-MyD88 BLA = TLR4-MyD88 interaction inhibition in cells; O00206+Q99836; HeLa CL3-4 TLR4/MyD88 BLA complementation, FRET ratio; inhibition, % at 8.4 µM; 200,000 compounds, 0.18% hits; AID 861; in the data active = inhibition above about 25%;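 note: 0% = vehicle and 100% = reference inhibitor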
Target sequence (O00206 whole entry, looked up): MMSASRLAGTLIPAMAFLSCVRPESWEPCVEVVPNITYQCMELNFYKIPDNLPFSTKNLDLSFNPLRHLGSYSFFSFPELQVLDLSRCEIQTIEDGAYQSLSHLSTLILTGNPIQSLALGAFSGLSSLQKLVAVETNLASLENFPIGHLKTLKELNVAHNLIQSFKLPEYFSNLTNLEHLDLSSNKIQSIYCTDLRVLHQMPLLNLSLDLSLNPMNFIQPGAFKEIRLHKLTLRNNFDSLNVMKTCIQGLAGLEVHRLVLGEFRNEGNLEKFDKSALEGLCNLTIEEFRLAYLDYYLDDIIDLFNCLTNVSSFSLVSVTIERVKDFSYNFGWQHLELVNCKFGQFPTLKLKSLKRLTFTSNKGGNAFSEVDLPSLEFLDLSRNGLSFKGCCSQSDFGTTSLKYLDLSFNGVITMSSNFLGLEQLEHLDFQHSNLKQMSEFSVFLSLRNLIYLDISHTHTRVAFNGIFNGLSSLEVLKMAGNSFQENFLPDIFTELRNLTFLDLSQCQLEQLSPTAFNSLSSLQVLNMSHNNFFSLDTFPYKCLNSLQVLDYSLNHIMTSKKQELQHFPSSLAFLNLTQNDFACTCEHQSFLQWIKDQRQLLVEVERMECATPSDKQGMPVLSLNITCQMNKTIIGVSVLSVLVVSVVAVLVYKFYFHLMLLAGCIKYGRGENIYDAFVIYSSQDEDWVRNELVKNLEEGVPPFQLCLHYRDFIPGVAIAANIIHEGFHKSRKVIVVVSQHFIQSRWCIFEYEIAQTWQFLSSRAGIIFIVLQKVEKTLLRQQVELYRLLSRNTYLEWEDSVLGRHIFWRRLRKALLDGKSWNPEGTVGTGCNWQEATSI
Target sequence (Q99836 whole entry, looked up): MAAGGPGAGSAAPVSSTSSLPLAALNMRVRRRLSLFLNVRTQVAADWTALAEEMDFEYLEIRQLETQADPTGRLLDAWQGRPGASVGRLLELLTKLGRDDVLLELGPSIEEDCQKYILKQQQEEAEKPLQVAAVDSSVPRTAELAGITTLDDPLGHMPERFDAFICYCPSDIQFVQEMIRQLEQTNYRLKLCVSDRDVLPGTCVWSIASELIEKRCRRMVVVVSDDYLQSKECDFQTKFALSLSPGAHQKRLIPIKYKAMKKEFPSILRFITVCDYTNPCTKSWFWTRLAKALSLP
HMGR II inh = E. faecalis class II HMG-CoA reductase inhibition; AID 1066; inhibition, % at 10 µM; purified E. faecalis HMGR, NADPH absorbance 340 nm kinetic; 190,000 compounds, 0.41% hits;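 active = inhibition above a set limit, the median over all tested compounds plus 3 SD, cut at about 9.5% in these data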;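 note: enzyme runs in reverse so mevalonate oxidation gives rising NADPH absorbance; 0% = complete reaction with DMSO and 100% = background rate lacking mevalonate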
DTT redox prof = compounds producing H2O2 with reducing agent – biochemical, NIH compound library profiling, artefact control for MLSCN library redox annotation, primary screen; activation, % at 10 µM; 200,000 compounds, 0.03% hits; DTT-dependent redox cycling H2O2, phenol red/HRP absorbance; 100% = 100 µM peroxide control, 0% = buffer; AID 878;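 active = activation of at least 50% relative to the plate's high and low controls in the primary single-dose screen; inactive = activation below 50%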;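 note: compound incubated with DTT at 0.8 mM final as the reducing agent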
STAT3 blocker = inhibitors of IL-6 induced STAT3 signaling | U3A cells, IL-6 STAT3-luciferase reporter, luminescence; host cell line lacks STAT1 | inhibition, % at 5.5 µM | 190,000 compounds, 0.89% hits;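 active = inhibition above the mean inhibition across all screened compounds plus 3 SD, cut at about 44% in these data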;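 note: 0% = DMSO only wells and 100% = 100 µM nifuroxazide control wells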
* marks the source's active call; other numbers are inactive results; nt = no result given.

SMILES	STAT1 blocker	NF-kB expr up	Hsp70 activator	STAT1 act	STAT3 activator	APP 5'UTR act	TLR4-MyD88 BLA	HMGR II inh	DTT redox prof	STAT3 blocker
O=C(NCc1ccccn1)C(C(=O)c1ccc(F)cc1)n1ccccc1=O (stereo not drawn)	-7	1.1	-0.3	106	101	-16	12	-1	-3.9	3
CCCCN1C2=C(C(=O)CCC2)C(c2ccc(Cl)c(Cl)c2)C2=C1c1ccccc1C2=O (stereo not drawn)	-6	0.99	0.1	106	103	-7	4	0	3.4	-3
COc1ccc(-c2oc3ncn4nc(COc5ccccc5)nc4c3c2-c2ccc(OC)cc2)cc1	8	1.2	-0.1	93	102	-10	12	-2	3.8	1
COCCn1nnnc1CN1CCC(NC(=O)Nc2cccc(OC)c2)CC1	5	1.2	-0.3	95	103	8	-7	-4	2.1	7
Cc1ccc(S(=O)(=O)CCC(=O)Nc2ccc3c(c2)OCO3)cc1	-2	1.1	-0.2	102	98	-5	7	-5	-2.3	6
O=C(O)/C=C/C(=O)Nc1ccc(S(=O)(=O)N2CCCC2)cc1	-6	1	-0.6	105	102	-1	0	-2	-0.8	1
CN1C(=O)/C(=C\c2ccc(-c3ccccc3)o2)SC1=S	-4	0.97	-0.2	102	94	5	-12	-1	0.3	9
COCc1cc(Sc2ccc(Cl)cc2)nc(-c2ccccc2)n1	-3	0.96	0.0	102	104	7	6	-5	2.8	-4
CC(=O)C(Sc1ccc2nnc(-c3ccc(C)cc3)n2n1)C(C)=O	-6	1	-0.2	106	115	17	2	4	-2.3	-14
COCCCNC(=O)/C(C#N)=C/c1cc(C)[nH]c1C	-6	1.2	-0.1	104	112	9	-12	-9	-0.6	-11
COc1cc(C(=O)OCC(=O)NCc2ccc(F)cc2)cc(NC(=O)c2cccs2)c1OC	0	0.72	-0.3	100	93	17	5	-1	0.0	10
Cc1nnc(SCC(=O)N2N=C(c3ccc(Cl)cc3)CC2c2ccco2)[nH]c1=O (stereo not drawn)	-11	1.1	0.0	108	74	13	-2	-1	-0.5	37
COC(=O)Cn1cc(/C=C/[N+](=O)[O-])c2ccccc21	-5	0.89	-0.2	104	102	2	-9	6	-0.6	-1
O=C(NNC1CC(=O)N(c2ccc(Cl)cc2)C1=O)c1ccco1 (stereo not drawn)	-9	1.2	-0.1	109	104	-8	8	-8	-3.5	-6
COc1cc(S(=O)(=O)NC2CCCCC2)ccc1F	15	0.88	-0.3	86	102	8	-2	1	-0.1	5
CC(=O)Nc1ccccc1OCC(=O)NC(C)c1ccc(F)cc1 (stereo not drawn)	-4	1	-0.3	104	101	-13	-9	0	0.5	-2
COc1ccc(CC(=O)N2CCN(c3ccccn3)CC2)cc1OC	-9	0.95	0.0	108	99	7	-6	0	1.1	5
Cc1[nH]nc(SCC(=O)Nc2cccc(O)c2)c1[N+](=O)[O-]	1	1.1	-0.4	96	110	15	-2	3	-2.8	-11
Clc1ccc2nc(N3CCNCC3)nc(-c3ccccc3)c2c1	13	1.3	-0.3	88	108	9	19	0	1.7	-6
Nc1c(C(=O)NCc2ccccc2)nnn1Cc1ccc(F)cc1	9	1.1	-0.5	93	96	16	4	-5	-0.2	5
CCOc1cc(C(=O)Nc2cccc(C(C)=O)c2)ccc1OCC(=O)N1CCCCC1	10	0.71	0.2	91	107	-2	5	3	0.6	1
Cc1cc(C)c(S(=O)(=O)N(C)Cc2cnn(C)c2)c(C)c1	7	0.92	0.2	93	93	11	-7	-4	0.0	10
O=C(NC(=S)Nc1nc(-c2ccc(Br)cc2)cs1)c1cccnc1	-2	1.2	0.6	102	77	-1	0	-6	-4.9	34
CC(=O)NCC(=O)OC(C(=O)c1ccccc1)c1ccc(Cl)cc1 (stereo not drawn)	-9	1.5	-0.1	109	108	-12	0	-1	-1.2	-11
COC(=O)c1ccc(/C=N/NC(=O)C(=O)NCc2ccccc2)cc1	-2	1.2	0.0	104	104	-4	-7	-2	-0.1	0
N#CCCN(C(=O)c1ccco1)c1ccccc1	-2	1.1	-0.1	103	95	-4	13	3	-2.4	10
C/C(=N\OCC(=O)N/N=C/c1ccc(C)cc1O)c1cccs1	-5	0.98	-0.1	105	102	5	-6	-1	-3.3	2
CCN1CCCC1CNC(=O)c1cc2c(-c3cccc(OC)c3)nn(C)c2s1 (stereo not drawn)	18	0.83	-0.1	82	96	6	4	3	-1.5	8
Fc1ccc(-c2nnc(-c3ccc(Cl)cc3Cl)o2)cc1	12	3.2	-0.3	90	45	141*	-7	-1	-0.2	70*
N#CCCn1c(SCC(=O)c2c[nH]c3ccccc23)nc2ccccc21	10	0.45	0.5	91	131	11	0	-1	1.0	-32
COc1ccc(C(=O)Nc2ccc3c(c2)nc2n3CCSC2)cc1	-27	0.95	-0.1	125	85	82	-7	0	-1.1	22
CCCN1C(=O)c2cc(C(=O)Nc3ccccc3CC)ccc2C1O (stereo not drawn)	4	1.3	-0.1	97	113	1	1	0	-0.7	-6
COc1ccc(Cl)cc1C(=O)CSc1nnnn1C1CCCCC1	7	1.5	-0.2	93	95	0	-4	1	2.4	10
Cc1ccc(Oc2nc(CN3CCOCC3)nc3sc4c(c23)CCC(C)C4)cc1 (stereo not drawn)	2	0.94	0.3	98	105	11	-2	-10	0.7	-11
CCOC(=O)N1CCN(C(=S)NC(=O)c2nn(C)cc2Br)CC1	10	1	-0.1	91	102	1	6	-2	-0.5	0
Cc1ccc(-c2nc(NCCN3CCOCC3)c3ccccc3n2)cc1	2	0.75	-0.2	98	181*	19	-8	-8	1.4	-81
COc1ccc(Cl)cc1S(=O)(=O)N1CCN=C1C	7	0.91	-0.4	94	114	nt	-10	5	-2.3	-7
CCC1(C)N=C(c2ccc3c(c2)OCO3)CC(c2ccccc2O)N1 (stereo not drawn)	7	2.2	-0.3	93	144*	71	7	1	0.1	-44
CC(C)OC(=O)CN1CCN(C2c3ccccc3-c3ccccc32)CC1	-3	0.82	-0.2	103	99	-11	6	-1	0.5	4
O=C(Cc1ccc(S(=O)(=O)N2CCOCC2)s1)Nc1nc2c(s1)CCCC2	-6	1.1	-0.5	105	100	-2	3	-6	2.5	4

A different layout for some results above:
O=C(NC(=S)Nc1nc(-c2ccc(Br)cc2)cs1)c1cccnc1
  STAT1 blocker: -2; NF-kB expr up: 1.2; Hsp70 activator: 0.6; STAT1 act: 102; STAT3 activator: 77; APP 5'UTR act: -1; TLR4-MyD88 BLA: 0; HMGR II inh: -6; DTT redox prof: -4.9; STAT3 blocker: 34
CC(=O)NCC(=O)OC(C(=O)c1ccccc1)c1ccc(Cl)cc1 (stereo not drawn)
  STAT1 blocker: -9; NF-kB expr up: 1.5; Hsp70 activator: -0.1; STAT1 act: 109; STAT3 activator: 108; APP 5'UTR act: -12; TLR4-MyD88 BLA: 0; HMGR II inh: -1; DTT redox prof: -1.2; STAT3 blocker: -11
COC(=O)c1ccc(/C=N/NC(=O)C(=O)NCc2ccccc2)cc1
  STAT1 blocker: -2; NF-kB expr up: 1.2; Hsp70 activator: 0.0; STAT1 act: 104; STAT3 activator: 104; APP 5'UTR act: -4; TLR4-MyD88 BLA: -7; HMGR II inh: -2; DTT redox prof: -0.1; STAT3 blocker: 0
N#CCCN(C(=O)c1ccco1)c1ccccc1
  STAT1 blocker: -2; NF-kB expr up: 1.1; Hsp70 activator: -0.1; STAT1 act: 103; STAT3 activator: 95; APP 5'UTR act: -4; TLR4-MyD88 BLA: 13; HMGR II inh: 3; DTT redox prof: -2.4; STAT3 blocker: 10

Continued.
SMILES	STAT1 blocker	NF-kB expr up	Hsp70 activator	STAT1 act	STAT3 activator	APP 5'UTR act	TLR4-MyD88 BLA	HMGR II inh	DTT redox prof	STAT3 blocker
O=C(COC(=O)Cc1ccsc1)NC(c1ccccc1)c1ccccc1	-3	0.98	0.0	103	96	0	-8	-1	0.6	0
COc1ccc(-n2c(CCC(=O)O)ccc2-c2ccccc2)cc1	1	1	-0.1	100	98	5	-5	-1	-8.8	5
CC1(C)Cc2nc3sc4c(=O)[nH]cnc4c3cc2CS1	-12	1.5	-0.5	111	114	-4	-7	1	2.5	-15
CCOC(=O)CN/C=C(\C#N)c1ccccc1	-2	1.1	-0.3	102	98	1	-4	-2	-0.1	3
Cc1ccc(-c2nnc(N(C)C(=O)c3cccnc3)s2)cn1	-2	1.2	-0.4	102	96	7	-3	-6	2.9	11
CN1CCN(CCCN(Cc2ccco2)C(=S)Nc2ccc(Cl)cc2)CC1	4	0.88	-0.2	95	78	15	6	-7	-2.7	31
c1ccc(COc2ccc(OCCN3CCCC3)cc2)cc1	-17	1.2	0.1	115	107	21	-8	-1	-0.3	1
Cc1ccc(CSCc2ccc(C(=O)NCCCN3CCOCC3)o2)cc1	0	1.2	-0.2	99	104	10	5	-1	-0.5	7
COc1ccc(-n2c(C)nc3sc4c(c3c2=O)CCCC4)cc1	-5	1.2	-0.3	103	98	-5	2	-4	0.2	10
CCCCNC(=O)Nc1cc(C)on1	0	0.9	-0.1	100	109	1	-5	-2	0.0	-3

Molecules shown so far that contain a nitro group on carbon, in the order listed:
SMILES	STAT1 blocker	NF-kB expr up	Hsp70 activator	STAT1 act	STAT3 activator	APP 5'UTR act	TLR4-MyD88 BLA	HMGR II inh	DTT redox prof	STAT3 blocker
COC(=O)Cn1cc(/C=C/[N+](=O)[O-])c2ccccc21	-5	0.89	-0.2	104	102	2	-9	6	-0.6	-1
Cc1[nH]nc(SCC(=O)Nc2cccc(O)c2)c1[N+](=O)[O-]	1	1.1	-0.4	96	110	15	-2	3	-2.8	-11

Four of the entries above in order of the STAT3 activator value, low to high:
Compound,STAT3 activator
CCN1CCCC1CNC(=O)c1cc2c(-c3cccc(OC)c3)nn(C)c2s1 (stereo not drawn),96
COc1ccc(CC(=O)N2CCN(c3ccccn3)CC2)cc1OC,99
COCCn1nnnc1CN1CCC(NC(=O)Nc2cccc(OC)c2)CC1,103
COC(=O)c1ccc(/C=N/NC(=O)C(=O)NCc2ccccc2)cc1,104

(list continues)
SMILES	STAT1 blocker	NF-kB expr up	Hsp70 activator	STAT1 act	STAT3 activator	APP 5'UTR act	TLR4-MyD88 BLA	HMGR II inh	DTT redox prof	STAT3 blocker
CCOC(=O)c1ccc(NC(=O)CSc2nnc(CNc3ccc(OC)cc3)n2C)cc1	7	1	-0.4	94	106	10	-5	3	2.5	-5
Cc1ccccc1NC(=O)CN1C(=O)NC(C)(c2ccc3c(c2)OCO3)C1=O (stereo not drawn)	4	1.1	-0.1	95	103	21	-9	-2	0.2	-3
Cc1c(NS(=O)(=O)c2cccc(C(=O)NCc3ccncc3)c2)c(=O)n(-c2ccccc2)n1C	-11	1.4	0.3	110	96	3	5	-4	0.3	10
C/C=C/Cn1c(N2CCCCCC2)nc2c1c(=O)[nH]c(=O)n2C	-3	1.1	0.2	103	106	0	0	-3	6.1	-4
Cc1cc(C)cc(Oc2ccccc2C=O)c1	-3	1.2	0.1	103	106	13	4	-2	1.4	-1
CCOC(=O)C1CCN(S(=O)(=O)c2ccc(Br)c(OCC)c2)CC1	2	1.7	-0.2	98	93	-10	4	-7	3.6	13
COc1ccc(NC(=O)CS(=O)CC(=O)NC2CCCc3ccccc32)cc1 (stereo not drawn)	1	1	-0.2	99	97	0	6	-3	-3.7	8
O=C(/C=C/c1ccc[nH]1)c1ccc(F)cc1	-2	2.4	0.4	103	84	68	-5	-9	-0.1	20

Compound activity (PubChem)

Not a hit list (roughly 5.6% active in at least one column).
